Screening results as filed in PubChem.
GAA glycogen: inhibitors or activators of human alpha-glucosidase glycogen cleavage; Potency, µM (highest dose often 76.4 µM), without a hit: top-dose activity change, negative = inhibition, actives largely listed as inhibitors; recombinant GAA, glycogen substrate, Amplex Red glucose oxidase fluorescence; 300,000 compounds, 0.38% hits; AID 2100; P10253; active means well fitted inhibition curve with a large enough effect; inconclusive means small, poorly fitted or top-dose-only effect, or another doubt; inactive means no such curve, though single readings can be large or run the other way;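 further: 0% = full enzyme reaction and -100% = no-enzyme basal signal; the screen sought inhibitors and activators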
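Natural-substrate format: glycogen cleavage by 4 nM human enzyme, glucose read by Amplex Red coupling (Ex 573, Em 610 nm). Normalized to enzyme and no-enzyme controls.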
Starred values were filed as active, the others as inactive; ? = inconclusive; [ ] = dose if it differs, or a comment. Potency means the concentration at half of the fitted maximal effect.

SMILES	GAA glycogen
CN(C)S(=O)(=O)c1ccc(Cl)c(NC(=O)CN2C(=O)NC3(CCCC3)C2=O)c1	1.0%[76.3 µM]
NS(=O)(=O)c1ccc(CNC(=O)c2cccc(Oc3ccccc3)c2)cc1	0.5%
Cc1ccc(-n2ncc3c2CC(C)(C)CC3NC(=O)CCN2CCCO2)cc1 (configuration not stated)	-2.2%[76.3 µM]
COc1ccc(OC)c(NC(=O)c2ccc(-c3csc(C)n3)cc2)c1	-0.6%[76.3 µM]
CCCc1nc2c(ccc3ccccc32)cc1CC	2.0%
COC(=O)c1cn(C(=O)c2cccc(Br)c2)c2ccccc12	1.1%
COc1ccc(C(C)(C)C)cc1NC(=O)c1cccc(S(=O)(=O)N2CCN(C(C)=O)CC2)c1	0.8%
CCOc1ccc(N(CC(=O)NC2CCCCC2)S(=O)(=O)c2ccc(C)cc2)cc1	2.9%
O=C(O)c1ccc(CS(=O)(=O)c2c(Cl)cccc2Cl)o1	6.1%
O=C(CCN1C(=O)/C(=C/c2ccc(Cl)cc2)SC1=S)Nc1ccc(C(=O)O)cc1	-3.0%
CCN(CC)CCN(CC(=O)Nc1c(C)cc(C)cc1C)C(=O)c1ccccc1	3.4%[76.3 µM]
CC(CCN1CCN(CCO)CC1)c1ccccc1 (configuration not stated)	-8.2%[76.3 µM]
O=C(O)C1CCN(S(=O)(=O)Cc2ccccc2)CC1	-8.1%
O=C(NCCC1=CCCCC1)C1CCN(C(=O)N2CCOc3ccccc32)CC1	7.0%[76.3 µM]
COc1ccc(-c2nc3ccc(C)cc3c(=O)o2)cc1OC	-0.4%[76.3 µM]
Cc1[nH]n(-c2ccccc2)c(=O)c1C(c1ccccc1[N+](=O)[O-])C(C#N)C#N (configuration not stated)	0.0%
CN(C)c1ccc(NC(=O)CN2CCC(NC(=O)C3CCCCC3)CC2)cc1	3.7%[76.3 µM]
O=C(CN1C(=O)COc2ccccc21)Nc1ccc(N2CCOCC2)cc1	0.8%[76.3 µM]
C=CCNC(=O)/C(C#N)=C/c1c(N2CCN(c3ccccc3)CC2)nc2c(C)cccn2c1=O	1.6%
CNC(=O)CSc1nnc(-c2ccco2)n1-c1cccc(C)c1C	21.7%[76.3 µM]
Cc1ccc(NC(=O)CNc2cc(S(=O)(=O)N3CCOCC3)ccc2NCC2CCCO2)cc1F (configuration not stated)	-9.5%[76.3 µM]
COc1ccc(/C=N/N2C(C)CCCC2C)cc1O (configuration not stated)	-4.5%
O=S(=O)(c1ccccc1F)N1CCCc2ccccc21	-6.4%
CC1CCCN(C2(O)C(=O)Nc3c(C(F)(F)F)cccc32)C1 (configuration not stated)	6.5%
O=c1ccc2cc(S(=O)(=O)Nc3ccc(OC(F)(F)F)cc3)ccc2[nH]1	11.6%[76.3 µM]
COc1ccc(N=C2NC(=O)C(CO)(CO)S2)cc1	17.8%[76.3 µM]
Cn1c(SCC(=O)N2CCCCCC2)nnc1-c1ccco1	0.5%
O=C(c1ccc(F)cc1F)N1CCN(c2ccccn2)CC1	-7.1%[76.3 µM]
Cc1cccc(NC(=O)c2cccc(NC3=NC4CS(=O)(=O)CC4S3)c2)c1 (configuration not stated)	10.4%[76.3 µM]
CCOCCCN(C(=O)c1snc(C(N)=O)c1N)C(C(=O)NCCC(C)C)c1ccc(F)cc1 (configuration not stated)	9.2%[76.3 µM]
CCCn1c2ccccc2c2cnn(CC(=O)N(CCCOC)Cc3ccco3)c(=O)c21	-6.3%[76.3 µM]
CCN(CC)CCNC(=O)c1cc2c(=O)n(CC)c3ccccc3c2s1	4.8%
COc1ccc(N2CCN(C(=O)c3cccc(NS(=O)(=O)c4cccc(F)c4)c3)CC2)cc1	3.2%[76.3 µM]
CCCC(C)c1nnc(NC(=O)CCS(=O)(=O)c2ccccc2)s1 (configuration not stated)	-2.1%
COc1ccc(N(CC(=O)NC2CCCC2)C(=O)Cn2nnc(-c3ccc(C)o3)n2)cc1	3.5%[76.3 µM]
COc1ccc(NC(=O)CN2CCN(c3c(C)cc(C)cc3C)CC2)cc1	-25.2%[76.3 µM]
Cc1ccccc1C(=O)Nc1ccc(N(C)C)c2ccccc12	-22.8%[76.3 µM]
O=C(CN(C(=O)CCC(=O)Nc1nccs1)c1ccc(F)cc1)NCc1ccccc1	1.5%
Cc1ccc(C(=O)NCCc2c[nH]c3ccccc23)c(C)c1	-12.3%
CCN(CC)CCCNc1ccc(-c2nnc(-c3ccc(OCC(C)C)cc3)o2)cn1	-5.7%

7 entries picked at random from the list so far, as already listed:
SMILES	GAA glycogen
CCCn1c2ccccc2c2cnn(CC(=O)N(CCCOC)Cc3ccco3)c(=O)c21	-6.3%[76.3 µM]
COc1ccc(N=C2NC(=O)C(CO)(CO)S2)cc1	17.8%[76.3 µM]
O=c1ccc2cc(S(=O)(=O)Nc3ccc(OC(F)(F)F)cc3)ccc2[nH]1	11.6%[76.3 µM]
CC1CCCN(C2(O)C(=O)Nc3c(C(F)(F)F)cccc32)C1 (configuration not stated)	6.5%
COc1ccc(NC(=O)CN2CCN(c3c(C)cc(C)cc3C)CC2)cc1	-25.2%[76.3 µM]
Cc1ccc(C(=O)NCCc2c[nH]c3ccccc23)c(C)c1	-12.3%
CCN(CC)CCNC(=O)c1cc2c(=O)n(CC)c3ccccc3c2s1	4.8%

Following part
SMILES	GAA glycogen
CC(NC(=O)CSc1n[nH]c(N)n1)c1ccccc1 (configuration not stated)	-8.4%
Cc1ccccc1OC(C)C(=O)N1CCN(c2ccccn2)CC1 (configuration not stated)	4.8%[76.3 µM]
COCc1cc(C)nc2sc(C(=O)Nc3ccc(C(=O)OC)cc3)c(N)c12	-8.8%[76.3 µM]
CCCN1CCC(NC(=O)C2CC=CCC2C(=O)O)CC1 (configuration not stated)	-1.8%[76.3 µM]
CCOC(=O)Cn1c(=O)n(Cc2ccc(C)cc2)c(=O)c2cccnc21	1.6%
CCOc1ccc2[nH]c(C(=O)N/N=C/c3cc(OC)c(OC)c(OC)c3)cc2c1	-8.5%
CNc1c(NS(=O)(=O)c2ccc(C3CCCCC3)cc2)c(=O)oc2ccccc12	5.6%
O=S(=O)(c1cccc(C(F)(F)F)c1)N1CCC(c2nc3ccccc3[nH]2)CC1	3.2%[76.3 µM]
Cc1cc(O)c(C(=O)/C=C/c2ccccc2Br)c(=O)o1	-11.3%[76.3 µM]
N#CC[C@H](Cc1ccccc1)N1CCN(Cc2ccccc2)CCC1=O	10.4%[76.3 µM]
COc1cc2cc(C(=O)N(C)Cc3ccccc3)[nH]c2cc1OC	-10.1%
CCC(=O)C1CCCN(C(=O)c2ccc(OC)c(OC3CCN(C(C)=O)CC3)c2)C1 (configuration not stated)	-0.2%[76.3 µM]
CC(=O)C1=C(c2ccccc2)NC(=O)NC1c1ccc(O)c(Cl)c1 (configuration not stated)	-11.8%[76.3 µM]
CN(CCOc1ccccc1)CC(O)COc1ccccc1 (configuration not stated)	-5.6%
COc1cccc2c1cc1c(=O)n(CC(=O)NCCCc3ccccc3)nc(C)n12	1.1%[76.3 µM]
Cc1csc2nc(SCC(=O)Nc3ccccc3F)[nH]c(=O)c12	-0.9%[76.3 µM]
O=c1[nH]c2ccccc2nc1Cc1ccc(Cl)cc1	-0.6%
COc1cc(/C=N/N2CCN(c3ccccc3)CC2)cc(OC)c1OC(C)=O	?
CCCCC(=O)Nc1cc(C)c(NC(=O)c2ccco2)cn1	2.5%[76.3 µM]
CCc1ccc(NC(=O)CCc2nnc3ccc(N4CCC5(CC4)OCCO5)nn23)cc1	-4.4%[76.3 µM]
C=CCOc1c(Br)cc(/C=C2\SC(=Nc3ccccc3)NC2=O)cc1OC	-7.3%[76.3 µM]
O=C(/C=C/c1ccc(OC(F)F)cc1)Nc1cccc(S(=O)(=O)NC2=NCCCCC2)c1	-2.8%[76.3 µM]
O=C(O)CC1(CC(=O)Nc2ccc(C(F)(F)F)cc2)CCCC1	-2.3%
CC1CCN(C(=O)CCN2C(=O)C3C4C=CC(C4)C3C2=O)CC1 (configuration not stated)	1.4%[76.3 µM]
N#Cc1ccc(OCC(=O)Nc2ccncc2)cc1	?
Cc1onc(-c2c(Cl)cccc2Cl)c1C(=O)N1CCN(Cc2ccccc2)CC1	-2.3%
CCOC(=O)c1n[nH]n2c1nc(=O)c1ccccc12	-4.3%
CC(=O)c1ccc(NC(=O)c2cc(=O)[nH]c3ccccc23)cc1	22.9%[76.3 µM]
CCN(CC(=O)NC1CCS(=O)(=O)C1)S(=O)(=O)c1ccccc1Cl (configuration not stated)	-0.9%[76.3 µM]
CC(C)C[C@@H](CO)N1CCN(CC(C)C)CCC1=O	22.9%[76.3 µM]
CC(CC(=O)NCCc1ccc(F)cc1)c1ccccc1 (configuration not stated)	4.4%[76.3 µM]
COC(=O)C1=CN(Cc2ccc(OC)c(OC)c2)C=C(C(=O)OC)C1c1cccc(OC)c1OC	-1.8%
O=C(CCN1CCCO1)NC1CCCc2c1cnn2-c1ccccc1F (configuration not stated)	4.7%[76.3 µM]
O=C(NCc1ccccn1)c1ccc2c(=O)n3nc(Nc4ccccc4)sc3nc2c1	1.5%[76.3 µM]
Cc1cc(C(C)(C)C)cc(C)c1C[n+]1ccc2ccccc2c1	0.0%
COc1ccc(NC(=O)Nc2cccc3ccccc23)cc1S(N)(=O)=O	8.2%[76.3 µM]
COC(=O)COc1ccc2c(c1)O/C(=C\c1cccc([N+](=O)[O-])c1)C2=O	4.5%
C[C@H](NC(=O)N1CCn2c1nc1ccccc12)C(=O)NCC1CCCO1 (some centres not stated)	-3.1%[76.3 µM]
COc1ccc(OC)c(N2C(=NC(=O)C3CCCCC3)SC3CS(=O)(=O)CC32)c1 (configuration not stated)	-3.3%[76.3 µM]
CN(Cc1cnn(-c2ccccc2)c1)C(=O)C1CCC(=O)N(C2CC2)C1 (configuration not stated)	-1.0%[76.3 µM]
COc1ccc(/C=N/NC(=O)c2nn(C)cc2Br)cc1CSCc1ccco1	1.8%[76.3 µM]
Cc1ccc(N=Nc2c(N)n[nH]c2N)cc1	?
Cc1nc(-n2nc(C)c(Cc3ccccc3Cl)c2C)sc1C(=O)N1CCCCC1C (configuration not stated)	-5.6%[76.3 µM]
COc1cc(-c2noc(-c3ccc(N4CCN(C)CC4)c([N+](=O)[O-])c3)n2)cc(OC)c1OC	0.6%[76.3 µM]
Cc1cc(C)c(C)c(S(=O)(=O)NCc2ccc(C(=O)N3CCOCC3)cc2)c1C	4.1%[76.3 µM]
Cc1ccc(C(=O)Nc2ccc(S(=O)(=O)N3CCOCC3)cc2)cc1C	-5.6%[76.3 µM]
COc1cccc(C=O)c1OCCCOc1cccc2cccnc12	-9.1%[76.3 µM]
Cc1cnc(NC(=O)Nc2ccccc2)c(C)n1	4.5%
COc1cc(C(=O)N/N=C/c2coc3ccccc3c2=O)cc(OC)c1OC	-0.3%
COc1cccc(NC(=O)CSc2nc3ccccc3nc2N2CCCC2)c1	-10.8%[76.3 µM]
COc1cc(C(=O)Nn2c(C)nc3ccccc3c2=O)cc(OC)c1OC	6.8%
O=C(CSc1n[nH]c(-c2ccncc2)n1)Nc1ccccc1C(F)(F)F	-6.4%
C/C(CC(=O)Nc1ccc2c(c1)OCCO2)=N\NC(=O)Cc1ccccc1	-8.6%
C=C(C)Cc1c(C)c(C#N)c2[nH]c3ccccc3n2c1=O	-8.0%
COc1ccc(OC)c2c(C)cc(N3CCCCCC3)nc12	0.1%[76.3 µM]
CC1CCN(c2oc(-c3ccc(F)cc3)nc2C#N)CC1	-6.6%
COc1ccccc1C(=O)Nc1ccnn1C1CCN(C(=O)c2ccoc2C)CC1	-0.9%[76.3 µM]
Cc1cc(C)cc(NC(=O)Cn2c(=O)n(Cc3ccco3)c(=O)c3oc4ccccc4c32)c1	-6.4%[76.3 µM]
CNS(=O)(=O)c1cccc(C(=O)OCC(=O)N2CC(C)OC(C)C2)c1 (configuration not stated)	5.4%
CCN(CCNC(=O)C1CCCN(c2ncnc3c2nc2n3CCCCC2)C1)Cc1ccccc1 (configuration not stated)	-1.4%[76.3 µM]

Given as comma-separated lines: part of the list above.
Molecule,GAA glycogen
CNS(=O)(=O)c1cccc(C(=O)OCC(=O)N2CC(C)OC(C)C2)c1 (configuration not stated),5.4%
COc1cc(-c2noc(-c3ccc(N4CCN(C)CC4)c([N+](=O)[O-])c3)n2)cc(OC)c1OC,0.6%[76.3 µM]
Cc1nc(-n2nc(C)c(Cc3ccccc3Cl)c2C)sc1C(=O)N1CCCCC1C (configuration not stated),-5.6%[76.3 µM]
Cc1cc(C)cc(NC(=O)Cn2c(=O)n(Cc3ccco3)c(=O)c3oc4ccccc4c32)c1,-6.4%[76.3 µM]
Cc1cc(C)c(C)c(S(=O)(=O)NCc2ccc(C(=O)N3CCOCC3)cc2)c1C,4.1%[76.3 µM]

Further records follow.
SMILES	GAA glycogen
O=C(Nc1ccccc1F)n1ncc2cc(Cl)ccc21	2.0%
COC(=O)c1ccccc1NC(=O)C(Cc1ccccc1)N1Cc2ccccc2C1=O (configuration not stated)	6.9%[76.3 µM]
CCc1ccccc1NC(=O)Cn1c(=O)n(Cc2ccc(OC)cc2)c(=O)c2oc3ccccc3c21	-6.3%[76.3 µM]
C=CCn1cc(CN2CCC(C(=O)Nc3ccc(Oc4cccnc4)cc3)CC2)c(C)n1	-5.9%[76.3 µM]
CCN1C(=O)/C(=C2\SC(N3CCOCC3)=NC2=O)c2ccccc21	6.2%
COC1=CC2(O)CCCC2=CC1=O (configuration not stated)	-3.1%[76.3 µM]
CCN(CC)c1ccc(NC(=O)Cn2nc(C)n3cccc3c2=O)c(C)c1	16.2%[76.3 µM]
Cc1ccc(-c2csc3ncnc(N4CCN(C)CC4)c23)cc1C	-6.6%[76.3 µM]
CCc1c(C)nc2cc(-c3ccccc3)[nH]n2c1=O	13.7%[76.3 µM]
Cc1ccc(NC(=O)COc2nsnc2N2CCOCC2)cc1Cl	-0.7%
CC(C)c1cc(CNC(=O)C2CCC(=O)N(CCc3ccc(Cl)cc3)C2)on1 (configuration not stated)	-4.2%[76.3 µM]
O=C(O)C1CCCN1S(=O)(=O)c1ccc(Cl)cc1 (configuration not stated)	-2.3%

These rows are one share of the data; count on the stated rates, not on these rows.
